# Assay outcomes from PubChem BioAssay.
# p53 reactivation: restores transcriptional activity of mutant p53. H1299 p53-A138V BP100-luciferase reporter, luminescence, 24 h. Potency, µM (titrated, usually from 92.2 µM), for the others: at the highest dose activity change, positive = activation, usual class: activators. hit rate 0.063% among 320,000. AID 504706; note: potency is the fitted concentration of half-maximal effect; % of control where 0% means no effect; nearly all actives have a fitted effect of over 45% in size
#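 H1299 (p53-null), stable ts p53-A138V + BP100-Luc; 1000 cells/well, Opti-MEM/10% FBS; cpd 4 pt, 1:5; 24 h, 37 deg C, 5% CO2; detection reagent 10 min RT; luminescence.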
# USP2a block: inhibitors of human ubiquitin-specific protease USP2a; O75604; USP2 core, Ub-CHOP2 coupled fluorogenic reporter, 485/531; Potency, µM (series often up to 38.3 µM), for inactives: at the highest dose activity change, negative = inhibition, actives largely listed as inhibitors; hit rate 0.01% among 330,000;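 note: potency is the fitted concentration of half-maximal effect; plate controls were DMSO wells for no effect and full inhibition by NEM control for full effect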
#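 USP2 core (10nM final) preincubated 30min RT with compound in 20mM Tris-HCl pH 8.0, 2mM CaCl2, 2mM beta-mercaptoethanol, 0.05% CHAPS; 25nM Ub-CHOP2 plus 25nM reporter substrate added, fluorescence (Ex485/Em531) read after 60min.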
# uPA generation: cell surface uPA generation inhibition; cell surface uPA generation assay, qHTS; Potency, µM (doses to about 38.3 µM), without a hit: at the top dose activity change, negative = inhibition, usual class: inhibitors; hit rate 0.31% among 330,000; AID 540303; active = well fitted inhibition curve with a large enough effect; inconclusive = small, poorly fitted or top-dose-only effect; inactive = no such curve, though single readings can be large or run the other way; tested in mouse RAW 264.7 cells; note: potency is the fitted concentration of half-maximal effect; % is set by controls: 0 for no effect and ±100 for the full control effect; nearly all actives have a fitted effect of over 55% in size
# TSG101-PTAP inh: blocks PTAP/TSG101 interaction to inhibit HIV-1 budding | Q99816 | Fluorescence polarization, FITC-PTAP peptide / Tsg101 binding | Potency, µM (highest dose often 115 µM), inactives show top-dose activity change, negative = inhibition, hits mostly inhibitors | 340,000 tested, under 10 active | AID 493005; active = well fitted inhibition curve with a large enough effect in the main read-out, with a control signal flat, not every such curve was filed as active; inconclusive = small, poorly fitted or top-dose-only effect, or effect the other way, or a change in a side signal; inactive = no such curve, though single readings can be large or run the other way; note: potency is the fitted concentration of half-maximal effect; % of control where 0% means no effect
#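 Compounds were pin-transferred onto Tsg101 binding domain (10 uM final) in HEPES pH 7.5 buffer, then FITC-PTAP peptide was added at 50 nM final. After 20 min at RT, polarization reported peptide displacement across a qHTS concentration series.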
# Integrin act MD: activators of alpha7 integrin expression for muscular dystrophy; alpha7betagal myoblasts, beta-gal FDG fluorescence, 48 h; Potency, µM (series often up to 38.3 µM), for inactives: at the top dose activation, most hits filed as activators; hit rate 0.064% among 350,000;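 note: potency is the fitted concentration of half-maximal effect; 100% = response of the positive control SU9516; nearly all actives have a fitted effect of over 60% in size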
#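 Alpha7betagal+/- myoblasts (passage 13) were plated 16-24 hr, then exposed to compounds (1:260 dilution of DMSO stock) for 48 hours at 37C. After MPER lysis, β-galactosidase reporter activity was read as FDG fluorescence (ex 480/em 540) after 30 minutes.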
# TRPV1 ag: human TRPV1 agonism; activation, % at 8.33 µM; TRPV1-expressing cells, Fluo-8 calcium influx, agonist mode; hit rate 0.19% among 320,000; in the data active = activation above about 80%; inconclusive = between about 30% and that limit; note: 0% is about no effect
#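 Cells expressing TRPV1 were dye-loaded with Fluo-8 and read kinetically: 10 s baseline, 3 min after compound (agonist portion), then 2 min after EC20 capsaicin (allosteric enhancer portion). Calcium-bound dye fluorescence at 480/520 nm.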
# BRCA1 expr up: BRCA1 expression activation; MCF7-BRCA1-FFLuc reporter, luminescence, 48 h; response scale: scaled: vehicle 0%, 10 µM genistein 100%; AID 624202; hit rate 1.1% among 380,000; Potency, µM (top dose mostly 46.1 µM), without a hit: at the highest dose activation, hits mostly activators; note: potency is the fitted concentration of half-maximal effect; nearly all actives have a fitted effect of over 80% in size; some results filed as inactive show a strong effect at the top dose
#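 Reporter cells (MCF7, BRCA1 promoter-firefly luciferase) received library compounds across a concentration series for 48 h. End-point luminescence was measured and concentration-effect curves derived after normalization.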
# ELG1 genotox: induces genotoxicity in HEK293T cells with luciferase-tagged ELG1; hit rate 1.3% among 330,000; HEK293T ELG1-luciferase reporter, luminescence, 16 h; Potency, µM (highest dose often 46 µM), for inactives: at the top dose activity change, positive = activation, actives largely listed as activators; note: potency is the fitted concentration of half-maximal effect; % of control where 0% means no effect; nearly all actives have a fitted effect of over 60% in size
#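 Genotoxicity was scored as increased ELG1-luciferase reporter signal, measured by ONE-Glo luminescence (30 min, room temperature). Compound or vehicle exposure of the HEK293T reporter cells lasted 16 hr at 37°C.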
# Eya2 inh: Eya2 (human) phosphatase inhibition; hit rate 0.006% among 330,000; Potency, µM (highest dose often 76.9 µM), for the others: top-dose activity, negative = inhibition, hits mostly inhibitors; recombinant Eya2, OMFP fluorescence dephosphorylation (OMFP is methylfluorescein phosphate); note: potency is the fitted concentration of half-maximal effect; % is set by controls: 0 for no effect and ±100 for the full control effect
# Target sequence (O00167 whole entry, looked up): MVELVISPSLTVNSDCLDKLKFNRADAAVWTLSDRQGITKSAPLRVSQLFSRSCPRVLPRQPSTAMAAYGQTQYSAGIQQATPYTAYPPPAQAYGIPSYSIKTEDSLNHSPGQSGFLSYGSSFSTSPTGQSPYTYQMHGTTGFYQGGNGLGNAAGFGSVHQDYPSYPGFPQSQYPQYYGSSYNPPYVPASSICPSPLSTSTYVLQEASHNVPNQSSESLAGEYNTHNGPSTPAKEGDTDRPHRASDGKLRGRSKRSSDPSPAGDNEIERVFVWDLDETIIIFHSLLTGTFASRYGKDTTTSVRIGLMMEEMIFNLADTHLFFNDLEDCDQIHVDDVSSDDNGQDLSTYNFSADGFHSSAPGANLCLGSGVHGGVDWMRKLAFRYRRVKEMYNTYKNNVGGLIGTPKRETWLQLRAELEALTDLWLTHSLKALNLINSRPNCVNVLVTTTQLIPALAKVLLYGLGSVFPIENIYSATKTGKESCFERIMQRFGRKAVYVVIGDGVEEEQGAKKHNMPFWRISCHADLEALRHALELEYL
#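 Eya2 (0.2 uM) preincubated 10 min at ambient with compound, then OMFP substrate added at 50 uM; 10 min reaction in 50 mM HEPES pH 7.5, 50 mM NaCl, 5 uM MgCl2, 0.05% BSA, 1 mM DTT. Fluorescence read at Ex 485/Em 525 nm.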
# ASM inhibitor: human S-ASM enzyme inhibition. Potency, µM (highest dose often 57.5 µM), inactives show top-dose activity change, negative = inhibition, most hits filed as inhibitors. AID 504937. placental ASM, HMU-PC fluorogenic substrate, 60 min. hit rate 0.006% among 340,000. P17405; note: potency is the fitted concentration of half-maximal effect
#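 HMU-PC0 cleavage (9 uM final) by human placental ASM, 60 min at 37 °C following 10 min compound exposure at RT; stopped at pH 10, fluorescence Ex 386/Em 447 nm.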
# B2AR arrestin: agonists driving beta-arrestin recruitment to human beta2-adrenergic receptor | hit rate 0.02% among 330,000 | Potency, µM (top dose mostly 46.1 µM), inactives show top-dose activation, most hits filed as activators | beta-arrestin recruitment to beta2AR, cell-based reporter | P07550;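 note: potency is the fitted concentration of half-maximal effect; 0% = DMSO controls and full agonism = EC100 isoproterenol or metaproterenol; nearly all actives have a fitted effect of over 65% in size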
# Target sequence (P07550 whole entry, looked up): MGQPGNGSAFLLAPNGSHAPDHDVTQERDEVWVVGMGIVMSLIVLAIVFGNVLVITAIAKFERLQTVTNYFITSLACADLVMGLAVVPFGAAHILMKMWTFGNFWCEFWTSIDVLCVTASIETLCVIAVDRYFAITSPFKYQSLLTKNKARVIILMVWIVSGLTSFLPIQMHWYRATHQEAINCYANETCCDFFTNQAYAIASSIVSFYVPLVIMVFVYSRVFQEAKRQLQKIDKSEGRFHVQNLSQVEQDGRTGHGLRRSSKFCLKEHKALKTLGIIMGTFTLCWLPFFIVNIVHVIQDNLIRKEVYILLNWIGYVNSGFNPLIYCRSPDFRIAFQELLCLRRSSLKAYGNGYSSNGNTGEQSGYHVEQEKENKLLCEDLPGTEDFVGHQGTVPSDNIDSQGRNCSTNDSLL
# Active calls of the source: *; ? = inconclusive; / = not tested or not shown; [ ] = dose if it differs, or a comment. Unless noted, calls come from the whole dose curve; as a rule, active = well fitted curve in the direction sought with a large enough effect; inconclusive = small, poorly fitted or top-dose-only effect, or another doubt; inactive = no such curve, though single readings can be large; an effect the other way counts as inactive or inconclusive.
structure	BRCA1 expr up	Integrin act MD	USP2a block	B2AR arrestin	uPA generation	ELG1 genotox	TSG101-PTAP inh	p53 reactivation	TRPV1 ag	ASM inhibitor	Eya2 inh
O=C(NN1C(=O)C2CC=C(Cl)CC2C1=O)c1ccncc1 (stereo not given)	0%	19%	2%	-0.5%	2%	1%	1%	2%	-3	3%	10%
CCOCC(=O)Nc1ccc([N+](=O)[O-])cc1Cl	22%	23%	0%	0.4%	-1%	11%	-10%	6%	-1	1%	-10%
CC1Oc2ccccc2C=C1/C=N\NC(=O)c1cccnc1 (stereo not given)	65%	-9%	1%	0.3%	2%	?	1%	7%	?	143%[activator]	?
Cc1nc(CNC(=O)c2cc(COc3c(F)cccc3F)on2)cs1	0%	0%	0%	-0.3%	-1%	1%	-6%	1%	?	9%	-19%
CC1CCCCC1NC(=O)c1ccc(CNc2c(N3CCCC3)c(=O)c2=O)cc1 (stereo not given)	6%	-1%	-1%	-0.5%	-3%	-16%	-2%	?	4	0%	3%
S=c1nc(-c2ccccc2Br)[nH][nH]1	-1%	5%	1%	-0.7%	4%	1%	-6%	12%	2	1%	-1%
COc1ccc(S(=O)(=O)N2CCOC2CNC(=O)C(=O)NCCCN2CCOCC2)cc1 (stereo not given)	-15%	13%	1%	-1.0%	-8%	?	-4%	-1%	1	2%	0%
O=C1NC(=O)C2(CCCCCCCCCCC2)N1	-15%	-9%	2%	0.3%	-1%	0%	0%	-1%	0	0%	20%
Cc1nn(CC(=O)N(C)Cc2ccc(F)cc2)c(C)c1[N+](=O)[O-]	1%	19%	-16%	-0.3%	2%	3%	-1%	-3%	0	4%	-12%
COc1ccc([C@@H]2[C@@H]3C(=O)N(C(C)(C)C)C(=O)[C@@H]3[C@]3(Cc4ccccc4)C(=O)N(c4ccc(C)cc4)C(=O)N23)cc1	13%	18%	-7%	0.2%	15%	2%	/	-11%	2	-2%	16%
Cc1cc(S(=O)(=O)N2CCN(c3ccccc3C)CC2)ccc1F	-55%	-9%	1%	-1.7%	-2%	1%	-5%	-11%	-1	-4%	4%
COc1ccc(-n2c(SCC(=O)N/N=C/c3ccccc3OCC(=O)O)nc3ccccc3c2=O)cc1	7%	14%	1%	0.3%	22%	-1%	-6%	-7%	-3	3%	6%
CC1CCC2(CC1)NC(=O)N(CC(=O)Nc1ccccc1-c1ccccc1)C2=O (stereo not given)	-28%	33%	1%	0.3%	1%	-2%	0%	7%	2	0%	-6%
C#CCn1c(S(=O)(=O)Cc2ccc(F)cc2)nc(-c2ccccc2)c1-c1ccccc1	-31%	-33%	-1%	-0.4%	/	-27%	-1%	25%	10	-3%	-23%
CC1C(=O)Nc2ccccc2N1C(=O)c1ccc(Cl)cc1 (stereo not given)	1%	-10%	1%	-1.0%	14%	1%	-3%	-2%	-5	-3%	9%
COc1ccc(-c2csc(NC3OC(=O)c4ccccc43)n2)cc1 (stereo not given)	-77%	-61%[inhibitor]	3%	0.3%	?	?	-3%	?	6	-1%	-19%
CCOc1ccc(-c2c(C)n([O-])c3c([n+]2=O)CCCC3)cc1	-6%	-8%	-5%	0.2%	3%	0%	2%	-3%	-11	-1%	-10%
CN(C)S(=O)(=O)n1cc(/C=C(\NC(=O)c2ccccc2Cl)C(=O)N2CCCC2)c2ccccc21	-6%	?	2%	-0.1%	0%	-8%	1%	-14%	15	-1%	-7%
CC(CCN1CCN=C1N(C)C)c1ccccc1 (stereo not given)	-8%	21%	1%	0.0%	-2%	-4%	-1%	11%	-2	0%	-24%
CNC(=O)c1c(NC(=O)CCS(=O)(=O)c2ccc(C)cc2)sc(C)c1C	-5%	?	1%	-0.3%	21%	0%	-7%	6%	2	-1%	-4%
Cn1c(=NC(=O)c2cnccn2)sc2ccccc21	?	11%	0%	0.0%	-12%	8.2µM*	0%	13%	-3	2%	12%[15.4 µM]
COc1ccc(/C=N/n2nnnc2N)c(OC)c1	66%	-25%	1%	-0.6%	1%	13%	-3%	7%	0	-2%	3%
CCN1CCN(S(=O)(=O)c2ccc(OC)c(Br)c2)CC1	-14%	0%	-5%	-0.1%	4%	1%	-1%	?	10	2%	6%
Nc1nonc1-n1nnc(C(=O)N/N=C/c2ccccc2Cl)c1-c1ccc2c(c1)OCO2	-23%	0%	-3%	-0.8%	6%	-5%	-5%	-3%	-1	1%	-7%
Cc1cccc(C(=O)NC(=S)NNC(=O)COc2ccc(Cl)cc2)c1	2%	?	8%	-0.3%	1%	-5%	1%	23%	0	0%	2%
CCOc1ccc(NC(=O)C2C3C=CC4(O3)C2C(=O)N(Cc2cccnc2)C4C(=O)NC2CCCCC2)cc1 (stereo not given)	-16%	0%	2%	0.5%	0%	1%	-5%	1%	1	-1%	1%
COc1ccc(Nc2nccc(N(C)C)c2C#N)cc1	46%	0%	4%	-0.2%	-1%	0%	-5%	6%	0	0%	1%
COc1ccccc1CNc1ncccn1	-17%	-18%	-18%	0.0%	-3%	0%	-1%	8%	6	-1%	-18%
COc1cccc(N2CC(C(=O)Nc3nnc(SCCC4OCCO4)s3)CC2=O)c1 (stereo not given)	4%	3%	3%	-0.7%	-1%	4%	-1%	6%	2	-3%	3%
O=C(N/N=C1\CCc2ccccc21)c1ccncc1	99%	20%	6%	-0.3%	9%	?	0%	?	0	2%	-12%
CON/C=C(\C=Nc1ccc(Cl)cc1Cl)c1ncc(C(F)(F)F)cc1Cl	-27%	-17%	1%	-0.2%	0%	0%	-6%	4%	-2	-3%	-4%
CC(C)c1ccccc1NC(=O)Cn1c(-c2ccccc2Cl)nc2ccccc21	-23%	16%	1%	-0.6%	0%	-4%	0%	-13%	1	1%	1%
CC(C)C(NC(=O)c1ccc(Cl)cc1)C(=O)NCC1CCCO1 (stereo not given)	-20%	-1%	2%	-0.7%	-5%	-1%	0%	-3%	-2	-1%	-2%
CCOC(=O)C(CCCCCOc1ccc([N+](=O)[O-])cc1)C(=O)OCC	0%	-49%[inhibitor]	1%	-0.4%	/	-4%	2%	3%	1	-1%	-7%
CS(=O)(=O)Nc1ccc(C(=O)NCCSCc2ccco2)cc1	23%	-30%	3%	0.0%	-6%	4%	1%	3%	0	0%	6%
Cc1nnc(SCc2cc(=O)[nH]c(N3CCCCC3)n2)s1	2%	11%	/	/	1%	/	-8%	/	/	1%	/
CCOC(=O)N1CCC(NC2CCCCCCC2)CC1	-3%	-5%[7.66 µM]	1%	6.4%	1%	-5%	-3%	-2%	3	2%	3%
CCCc1cc2c(cc1NC(=O)c1ccccc1F)OCO2	-22%	-13%	1%	-0.7%	11%	1%	0%	8%	7	0%	5%
Cc1c(-n2c(SC(C)C(=O)NC(N)=O)nc3ccccc3c2=O)c(=O)n(-c2ccccc2)n1C (stereo not given)	-2%	?	2%	0.0%	-4%	1%	-2%	1%	0	-1%	-2%
C=CCN1C(=O)/C(=C\c2cc(Br)c(OCc3ccccn3)c(OC)c2)SC1=S	-8%	-9%	4%	1.1%	8%	0%	2%	4%	-1	7%	1%
O=C(O)CCc1nc(-c2ccccc2Cl)no1	3%	1%	2%	-1.0%	1%	2%	-1%	5%	-4	2%	-17%

# An excerpt of these results, as labelled records.
CCCc1cc2c(cc1NC(=O)c1ccccc1F)OCO2
  BRCA1 expr up: -22% | Integrin act MD: -13% | USP2a block: 1% | B2AR arrestin: -0.7% | uPA generation: 11% | ELG1 genotox: 1% | TSG101-PTAP inh: 0% | p53 reactivation: 8% | TRPV1 ag: 7 | ASM inhibitor: 0% | Eya2 inh: 5%

Cc1c(-n2c(SC(C)C(=O)NC(N)=O)nc3ccccc3c2=O)c(=O)n(-c2ccccc2)n1C (stereo not given)
  BRCA1 expr up: -2% | Integrin act MD: ? | USP2a block: 2% | B2AR arrestin: 0.0% | uPA generation: -4% | ELG1 genotox: 1% | TSG101-PTAP inh: -2% | p53 reactivation: 1% | TRPV1 ag: 0 | ASM inhibitor: -1% | Eya2 inh: -2%

C=CCN1C(=O)/C(=C\c2cc(Br)c(OCc3ccccn3)c(OC)c2)SC1=S
  BRCA1 expr up: -8% | Integrin act MD: -9% | USP2a block: 4% | B2AR arrestin: 1.1% | uPA generation: 8% | ELG1 genotox: 0% | TSG101-PTAP inh: 2% | p53 reactivation: 4% | TRPV1 ag: -1 | ASM inhibitor: 7% | Eya2 inh: 1%

O=C(O)CCc1nc(-c2ccccc2Cl)no1
  BRCA1 expr up: 3% | Integrin act MD: 1% | USP2a block: 2% | B2AR arrestin: -1.0% | uPA generation: 1% | ELG1 genotox: 2% | TSG101-PTAP inh: -1% | p53 reactivation: 5% | TRPV1 ag: -4 | ASM inhibitor: 2% | Eya2 inh: -17%
